# Screening results from PubChem BioAssay.
# CaV13 FRET inh – Disruptors of the CACNA1D IQ motif to Ca2+-dependent inactivation inhibitor domain association, primary screening, Förster resonance energy transfer in intact living …. HEK cells, CFP/YFP FRET ICDI-IQ, plate reader, 10 min; percent FRET-ratio fall versus neutral wells. inhibition, % at 12.3 µM. hit rate 0.098% among 340,000;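 active = mean replicate inhibition of at least 30% and at least 1% of replicates passing that level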;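 note: 0% = median of the neutral control wells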
# PDI inh – blocks human protein disulfide isomerase activity | hit rate 0.052% among 350,000 | inhibition, % at 10 µM | PDI insulin aggregation turbidity, A650, 90 min | P07237;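 active = mean inhibition across replicates of 30% or more, whatever share of single replicates reach that level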;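 note: absorbance from insulin aggregation driven by PDI reduction with DTT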
# HIF-2a inh – blocks HIF-2a reporter activity; 786-0 RCC cells HIF-2a reporter, luciferase luminescence, overnight; inhibition, % at 18.8 µM; hit rate 0.72% among 360,000; AID 624352;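 active = inhibition of the luminescence signal of 40% or more relative to plate controls, in a single-dose primary screen at 18.75 µM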
# hiPSC survival – enhancers of human iPSC single-cell survival; hiPSC single-cell survival, ATPlite luminescence; 100% = ROCK inhibitor wells, 0% = DMSO; survival enhancement, % at 20 µM; hit rate 0.044% among 360,000; in the data active = survival enhancement above about 18%;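 note: cells exposed to compounds for 16 hours before the ATP read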
# Peg3 prom inh – Peg3 promoter activity inhibition | HeLa PEG-Prom luciferase reporter, luminescence, overnight | hit rate 1.7% among 360,000 | inhibition, % at 20 µM | AID 588405;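 active = inhibition of at least 50% at 20 µM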
# NR2E3 ag-1 – human photoreceptor-specific nuclear receptor agonism; CHO-S Gal4-NCOR/VP16-NR2E3 two-hybrid, luciferase; Q9Y5X4; inhibition of corepressor binding, % at 3.98 µM; AID 602229; hit rate 0.35% among 360,000;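 active = inhibition above the mean of all tested compounds plus 3 SD, cut at about 70% in these data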;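 note: 0% = DMSO with NR2E3 transfected cells and 100% = cells lacking NR2E3 construct; higher means lower luciferase signal from less NR2E3 corepressor binding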
# Target sequence (Q9Y5X4 whole entry, looked up, the tested form may be a part): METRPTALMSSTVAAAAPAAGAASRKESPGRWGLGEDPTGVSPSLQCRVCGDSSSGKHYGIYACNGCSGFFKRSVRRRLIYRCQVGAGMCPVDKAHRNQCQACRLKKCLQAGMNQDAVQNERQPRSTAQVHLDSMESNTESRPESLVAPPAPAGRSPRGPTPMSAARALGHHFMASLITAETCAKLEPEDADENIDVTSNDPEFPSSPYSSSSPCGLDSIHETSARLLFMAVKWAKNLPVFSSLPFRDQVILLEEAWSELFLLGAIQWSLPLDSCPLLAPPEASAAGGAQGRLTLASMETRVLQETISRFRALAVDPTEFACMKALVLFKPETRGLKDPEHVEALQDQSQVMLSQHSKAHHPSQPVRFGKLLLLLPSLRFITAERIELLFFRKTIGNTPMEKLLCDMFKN
# H9c2 protect – modulators protecting cardiomyocytes from myocardial damage; H9c2 cardiomyocytes, H2O2 injury protection, ATPLite, 2 h; protection from H2O2 cell death, % at 20 µM; hit rate 0.63% among 360,000;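 active = compounds giving at least 50% protection of heart cells from peroxide-induced death in the single-dose screen, raw or plate-pattern-corrected value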;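 note: 0% = DMSO wells with peroxide and 100% = DMSO wells without peroxide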
# NR2E3 ag-2 – NR2E3 (human) agonism. AID 2300. GST-NR2E3/biotin-RetCOR TR-FRET, 1536-well. inhibition of corepressor binding, % at 4.78 µM. hit rate 0.12% among 320,000. Q9Y5X4;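 active = percent inhibition above the cutoff of mean plus 3 SD of all tested compounds, set per screening campaign, cut at about 20% in these data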;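 note: 0% = DMSO wells and 100% = biotin wells as full block of FRET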
#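 Material: NR2E3–RetCOR corepressor complex / Incubation: Compound–protein incubation for 5 h at 4 °C / Dosing: compound at 4.8 µM, single dose / Detection: time-resolved FRET / Benchmarks: high control biotin, low control 0.6% DMSO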
# HTR2A ag – agonists of mouse serotonin 5-HT2A receptor (HTR2A) | P35363 | CHO-K1 mHTR2A beta-arrestin complementation, luminescence; percent of 30 µM serotonin response | activation, % at 7.6 µM | hit rate 0.66% among 360,000 | AID 624169;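 active = activation above a run cutoff, the mean activation of all tested compounds plus 3 SD, cut at about 14% in these data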;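 note: 0% = plate median of compound wells and 100% = 30 µM serotonin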
# Target sequence (P35363 whole entry, looked up): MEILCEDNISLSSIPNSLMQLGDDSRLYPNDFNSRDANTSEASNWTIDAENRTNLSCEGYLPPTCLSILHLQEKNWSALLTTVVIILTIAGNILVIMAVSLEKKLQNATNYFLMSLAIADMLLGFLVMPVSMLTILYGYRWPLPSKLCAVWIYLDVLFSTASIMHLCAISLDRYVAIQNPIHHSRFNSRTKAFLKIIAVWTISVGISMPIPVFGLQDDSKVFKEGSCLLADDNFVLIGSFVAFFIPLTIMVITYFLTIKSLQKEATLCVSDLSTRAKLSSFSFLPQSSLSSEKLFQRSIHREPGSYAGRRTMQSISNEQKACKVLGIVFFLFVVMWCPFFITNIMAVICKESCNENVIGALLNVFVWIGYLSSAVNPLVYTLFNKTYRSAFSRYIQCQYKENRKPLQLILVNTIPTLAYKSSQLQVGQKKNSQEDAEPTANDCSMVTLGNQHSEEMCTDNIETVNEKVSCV
# TRPM1 prom inh – MITF TRPM1 promoter inhibition in SK-MEL-5 cells | SK-MEL-5 TRPM1 promoter luciferase, 24 h | inhibition, % at 12.5 µM | hit rate 0.83% among 330,000 | AID 488899;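 active = mean inhibition across replicates of 60% or more, whatever share of single replicates reaches that level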; note: values of inactives mirror those of a sister screen read the other way
# Shn3 3UTR inh – reduces Shn3 3'UTR luciferase signal in osteoblasts | Clone20 osteoblast Shn3 3'UTR firefly luciferase, 24 h | inhibition, % at 12.5 µM | hit rate 0.52% among 360,000;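 active = mean inhibition of at least 75% with every replicate also reaching 75%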;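 note: 0% = median of neutral control wells and 100% = pilot-screen positive control compound; some compounds past the cut are filed as inactive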
# Starred values were filed as active, the others as inactive; nt = no result given. Compounds were not picked by outcome, and some 3.9% of all compounds hit somewhere here.
SMILES,CaV13 FRET inh,PDI inh,HIF-2a inh,hiPSC survival,Peg3 prom inh,NR2E3 ag-1,H9c2 protect,NR2E3 ag-2,HTR2A ag,TRPM1 prom inh,Shn3 3UTR inh
O=C(c1cccnc1)N1N=C(c2cccs2)CC1c1ccc(F)cc1 (stereo unspecified),2,-3,-14,-1.6,-8,7,6,1,-4,6,-9
O=C(CNC(=O)c1ccc(N2C(=O)c3ccccc3C2=O)cc1)OCC(=O)c1cccc2ccccc12,-4,-13,9,-0.7,10,-24,-4,0,9,-4,22
N#CC1=C(N)Oc2cc(N)ccc2C1c1ccccc1 (stereo unspecified),-1,4,16,0.8,37,-40,-4,nt,0,23,-12
Cc1cccc(NC(=O)NCC2CC2)c1,-19,1,-46,-0.3,-36,-22,-3,nt,0,-5,7
COc1cccc(C(=O)Nc2cc(NC(=O)c3cccs3)ccc2C)c1OC,-3,-1,-26,0.9,-20,-21,4,-1,-4,-5,6
COCCn1c(=NC(=O)/C=C/c2ccccc2Cl)sc2cc(NC(C)=O)ccc21,-6,1,-15,0.8,1,4,13,1,0,2,-7
O=S(=O)(NCc1cccnc1)c1cccn1-c1ncc(C(F)(F)F)cc1Cl,-6,-18,18,-0.3,21,-9,-20,-3,4,18,18
COc1cc(NC(=O)CCn2c(=S)oc3ccccc32)cc(OC)c1OC,-15,-4,15,3.1,18,15,3,-3,2,-2,10
O=C(NCC1CCCO1)c1ccc2c(=O)n(-c3ccccc3)c(=S)[nH]c2c1 (stereo unspecified),-1,7,11,1.5,18,7,0,1,0,-8,-6
COc1cc(CN2CCN(CCOCCO)CC2)cc(OC)c1OC,-5,0,-4,0.4,3,-19,2,-4,3,-1,3
O=C(Nc1nc(-c2ccc(Oc3ccccc3)cc2)cs1)C1=COCCO1,-3,7,-53,-1.2,-35,-15,-6,-2,-5,10,0
O=C(c1cc(-c2ccco2)nc2ccccc12)N1CCN(Cc2ccccc2)CC1,-5,4,-65,-0.4,-103,-7,-7,4,-7,-13,-17
COc1ccc(C2C3=C(CC(C)(C)CC3=O)OC(N)=C2[N+](=O)[O-])cc1 (stereo unspecified),-5,-1,3,-1.7,13,14,0,4,3,-5,0
COc1ccccc1NCC(=O)N/N=C/c1cccnc1,-5,-2,9,3.9,4,4,5,-4,-2,-1,2
Cc1cc2oc(C(=O)Nc3ccc(S(=O)(=O)N4CCCC(C)C4)cc3)cc(=O)c2cc1Cl (stereo unspecified),-19,-2,20,1.2,14,-12,-6,2,2,1,4

# Single entries from the entries so far:
# Reading of `COc1cccc(C(=O)Nc2cc(NC(=O)c3cccs3)ccc2C)c1OC` under Shn3 3UTR inh: 6
# Reading of `O=C(CNC(=O)c1ccc(N2C(=O)c3ccccc3C2=O)cc1)OCC(=O)c1cccc2ccccc12` under H9c2 protect: -4
# Reading of `N#CC1=C(N)Oc2cc(N)ccc2C1c1ccccc1` (stereo unspecified) under Shn3 3UTR inh: -12

# Compounds from the list above containing a thiophene ring, fused or not, in the order listed:
SMILES,CaV13 FRET inh,PDI inh,HIF-2a inh,hiPSC survival,Peg3 prom inh,NR2E3 ag-1,H9c2 protect,NR2E3 ag-2,HTR2A ag,TRPM1 prom inh,Shn3 3UTR inh
O=C(c1cccnc1)N1N=C(c2cccs2)CC1c1ccc(F)cc1 (stereo unspecified),2,-3,-14,-1.6,-8,7,6,1,-4,6,-9
COc1cccc(C(=O)Nc2cc(NC(=O)c3cccs3)ccc2C)c1OC,-3,-1,-26,0.9,-20,-21,4,-1,-4,-5,6

# The list continues:
SMILES,CaV13 FRET inh,PDI inh,HIF-2a inh,hiPSC survival,Peg3 prom inh,NR2E3 ag-1,H9c2 protect,NR2E3 ag-2,HTR2A ag,TRPM1 prom inh,Shn3 3UTR inh
O=C(OCC(=O)N1CCCC1)c1ccccc1C(=O)c1ccccc1,-2,4,-89,0.0,-28,-30,-7,3,2,-26,-19
O=C1C(C=Nc2ccc(F)cc2)=C(O)c2ccccc21,-6,13,-215,-1.7,-5,-89,-20,3,2,-12,-40
Cc1c(C(=O)NC(C)c2ccncc2)oc2ccccc12 (stereo unspecified),-7,3,-19,0.0,7,-14,1,0,1,12,6
COc1ccccc1-n1ccnc1SCC(=O)NCc1ccco1,-1,9,13,-0.7,9,-17,4,3,-1,-7,8
CCn1nnnc1-c1ccc(OC)c(S(=O)(=O)Nc2ccc(OC)cc2)c1,-7,11,13,3.0,8,-13,7,2,-4,-7,10
COc1ccc(C(C)(C)C)cc1NC(=O)C1CCCO1 (stereo unspecified),-6,1,1,-0.1,-8,-2,9,0,1,-3,-4
COc1ccccc1OCC#CCNC1CCCCC1C (stereo unspecified),-2,-1,11,1.0,18,-17,-2,0,-2,-7,-10
Cc1ccc(N=Nc2[nH]c3ccccc3c2O)cc1,-37,6,-239,-0.7,-250,-107,-10,1,0,-10,-36
O=C1CCCCCCCN1Cc1ccccc1,-5,-3,16,0.2,4,9,6,3,0,2,5
COc1ccc(NS(=O)(=O)c2ccc3c(c2)NC(=O)CC(=O)N3)cc1OC,-13,6,11,0.3,-7,-2,-1,1,6,-3,-5
Cc1ccc(NC(=O)c2cc(NC(=O)CCCC(=O)O)ccc2Cl)cc1Cl,nt,0,-12,2.6,2,-18,-6,1,-5,1,-12
CCOC(=O)C1=C(C)NC(C)=C(C(=O)OCC)C1C(=O)OCC(=O)NC1(C#N)CCCCC1,-2,0,-3,-0.1,30,13,44,2,14,11,2
O=C(CCN1C(=O)c2ccccc2C1=O)N1CCCCCC1,-2,13,-16,2.1,4,1,10,1,2,-11,-3
CC1=C(C(=O)OCC(C)C)C(c2ccccc2Cl)NC(=O)N1C (stereo unspecified),-6,1,-24,1.0,-1,-41,-10,3,6,8,4
CCC(C)NCCOc1ccc(C(C)(C)c2ccccc2)cc1 (stereo unspecified),-4,2,8,-0.8,81*,30,-28,2,-8,5,-6
Cc1c(NC(=O)c2ccc(N3C(=O)C4C5C=CC(C5)C4C3=O)cc2)c(=O)n(-c2ccccc2)n1C (stereo unspecified),nt,-3,18,-1.7,3,-17,14,3,-1,-11,-9
CC(Sc1nc(=O)cc(N)n1CCc1ccccc1)C(=O)NCc1ccccc1 (stereo unspecified),-5,-7,18,-0.3,16,-4,-2,-1,-3,-6,4
CCOC(=O)C1(CC2CCCCO2)CCN(S(=O)(=O)c2ccccc2)CC1 (stereo unspecified),1,4,7,0.9,11,3,46,2,5,-1,8
CC(=O)c1cc2c(cc1NC(=O)Cn1nc(-c3ccc(F)cc3)ccc1=O)OCO2,-4,11,18,-0.3,14,-9,6,1,0,6,18
CCSCCOC(=O)C1=C(C)NC(=O)NC1c1ccc2c(c1)OCO2 (stereo unspecified),-7,6,14,0.1,7,-13,1,2,0,nt,6
O=C1CC(c2ccccc2)=NN1c1nc(-c2ccccc2)cs1,-6,-4,-57,0.0,-40,-15,-6,-1,-2,-5,-34
Cc1cc(C(=O)Nc2ccncc2)ccc1[N+](=O)[O-],-20,10,-111,-0.4,-48,5,-5,-1,-2,-15,4
O=C(C[C@H]1C/C=C\C[C@H](Cc2ccc(F)cc2)C(=O)OC[C@@H]2CCCN2C1=O)N[C@H](CO)Cc1ccccc1,-5,nt,12,-0.3,-13,19,2,nt,11,-5,-3
Cc1ccc(CNC(=O)CCc2nc(-c3cccs3)no2)cc1,-6,-2,5,2.5,7,-14,-9,-1,-4,0,1
O=C(CSc1nnc(Cn2c(=O)sc3ccccc32)n1-c1ccccc1)N1CCCC1,-5,nt,12,-2.2,6,12,3,5,-1,-1,1
CCOC(=O)c1c(-c2ccccc2)csc1NC(=S)NC,-6,0,-8,-0.2,-4,1,6,6,4,15,2
COC(=O)C(C)N1C(=O)S/C(=C\c2cc(C)n(-c3ccccn3)c2C)C1=O (stereo unspecified),-5,-5,-116,-2.5,-280,-92,-10,-3,-1,-43,-25
Cc1cc(NC(=O)CN2CCN(c3ccccn3)CC2)ccc1Br,-5,-2,-13,-0.7,-8,5,-6,3,2,-4,-7
Nc1ccccc1N=Nc1ccccc1N,-10,-7,-334,-3.1,-380,-172,-4,7,0,-73,-105
COc1ccc(-n2c(SCC(=O)N3CCCC(C)C3)nnc2-c2cccnc2)cc1 (stereo unspecified),nt,-6,11,-0.2,10,-18,8,8,-2,-7,-4

# Brought forward from above: 5 entries, followed by the next part.
SMILES,CaV13 FRET inh,PDI inh,HIF-2a inh,hiPSC survival,Peg3 prom inh,NR2E3 ag-1,H9c2 protect,NR2E3 ag-2,HTR2A ag,TRPM1 prom inh,Shn3 3UTR inh
CCOC(=O)c1c(-c2ccccc2)csc1NC(=S)NC,-6,0,-8,-0.2,-4,1,6,6,4,15,2
COC(=O)C(C)N1C(=O)S/C(=C\c2cc(C)n(-c3ccccn3)c2C)C1=O (stereo unspecified),-5,-5,-116,-2.5,-280,-92,-10,-3,-1,-43,-25
Cc1cc(NC(=O)CN2CCN(c3ccccn3)CC2)ccc1Br,-5,-2,-13,-0.7,-8,5,-6,3,2,-4,-7
Nc1ccccc1N=Nc1ccccc1N,-10,-7,-334,-3.1,-380,-172,-4,7,0,-73,-105
COc1ccc(-n2c(SCC(=O)N3CCCC(C)C3)nnc2-c2cccnc2)cc1 (stereo unspecified),nt,-6,11,-0.2,10,-18,8,8,-2,-7,-4
CCN(C(=O)CSc1nnc(-c2ccccc2OC)n1N)c1c(N)n(Cc2ccccc2)c(=O)[nH]c1=O,-3,-7,7,1.0,4,-57,6,nt,4,-8,-6
Nc1c(C(=O)Nc2ccc3c(c2)OCCO3)nnn1CCc1ccccc1,-2,nt,-213,1.2,-145,-138,-10,-4,-2,-17,-68
O=C(CSc1ccc(-c2ccc(Cl)cc2)nn1)Nc1ccc2c(c1)OCCO2,-5,-4,-39,-1.4,-75,-12,-4,-3,-4,7,8
CCn1c(C)c(C(C)=O)c(N2CCCC2)nc1=S,-3,12,11,-1.7,8,22,5,-1,4,-1,7
Cc1[nH]n(-c2ccccc2)c(=O)c1/C=N/NC(=O)c1ccoc1C,-18,13,-10,-2.7,7,-146,38,-1,-4,21,10
Cc1nc2cc(NC(=O)Nc3ccc(Br)cc3)ccc2o1,6,-10,-236,-2.4,-356,-116,-5,2,-7,-59,-42
O=c1[nH]c(NCc2ccco2)nnc1Cc1ccccc1Cl,nt,-3,13,-0.4,23,-95,4,1,3,2,7
COc1ccc(C(=O)c2ccc(Br)cc2)cc1,-3,1,-124,-0.7,-147,-18,-5,0,1,-52,-49
O=C(CCN1C(=O)c2ccccc2S1(=O)=O)N1CCN(c2ccccc2F)CC1,-8,-5,-1,-0.5,7,-17,-3,1,-8,2,1
